ERAP1 HTS inh: blocks human ERAP1 aminopeptidase activity; recombinant ERAP1, Leu-AMC fluorescence, 60 min; 340,000 tested, 0.15% active; Q9NZ08; inhibition, % at 10.7 µM;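 active = mean replicate inhibition of at least 30%, or all replicates individually reaching that 30% level; inactive = mean below 30% and not every replicate reaching it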;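 note: 0% = neutral control wells and 100% = L-leucinethiol positive control wells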
Casp6 inh: caspase-6 (human) enzyme inhibition; P55212; purified caspase-6, Z-VEID-R110 cleavage fluorescence; inhibition, % at 12.5 µM; 350,000 tested, 0.53% active; AID 686996;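 active = mean inhibition across replicates at least about 35%, with every replicate also reaching that limit, limit read from the data; inconclusive = only one of the two criteria met; inactive = neither criterion met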;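 note: 0% = median of neutral control wells and 100% = no fluorescence left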
Target sequence (P55212 24-179 limits assumed): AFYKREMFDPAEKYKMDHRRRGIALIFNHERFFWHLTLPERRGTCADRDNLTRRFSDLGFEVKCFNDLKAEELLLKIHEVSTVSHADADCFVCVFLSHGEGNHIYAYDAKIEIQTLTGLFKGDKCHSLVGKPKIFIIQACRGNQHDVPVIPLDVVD
Target sequence (P55212 194-293 limits assumed): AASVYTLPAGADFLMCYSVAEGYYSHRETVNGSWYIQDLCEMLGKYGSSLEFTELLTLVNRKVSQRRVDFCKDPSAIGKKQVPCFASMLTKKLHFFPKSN
DENV2 CPE: inhibitors of DENV2 cytopathic effect | DENV2-infected cells, cytopathic effect rescue, plate reader | CPE inhibition, % at 9.99 µM | 350,000 tested, 1.7% active | AID 651640; in the data active = CPE inhibition above about 20%, passing the limit was not always enough; inconclusive = no clear call, values can overlap the other calls; tested in BHK-21 cells;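 note: 0% = median of neutral control wells and 100% = median of positive control wells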
ERp5 inh: inhibitors of human ERp5; Q15084; ERp5 insulin aggregation, absorbance 650 nm, 90 min; inhibition, % at 9.99 µM; 350,000 tested, 0.05% active; AID 651711;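 active = mean replicate inhibition above about 25%, with every replicate also reaching it, limit read from the data, passing the limit was not always enough; inconclusive = only one of those two criteria met; inactive = neither criterion met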
Target sequence (Q15084 whole entry, looked up): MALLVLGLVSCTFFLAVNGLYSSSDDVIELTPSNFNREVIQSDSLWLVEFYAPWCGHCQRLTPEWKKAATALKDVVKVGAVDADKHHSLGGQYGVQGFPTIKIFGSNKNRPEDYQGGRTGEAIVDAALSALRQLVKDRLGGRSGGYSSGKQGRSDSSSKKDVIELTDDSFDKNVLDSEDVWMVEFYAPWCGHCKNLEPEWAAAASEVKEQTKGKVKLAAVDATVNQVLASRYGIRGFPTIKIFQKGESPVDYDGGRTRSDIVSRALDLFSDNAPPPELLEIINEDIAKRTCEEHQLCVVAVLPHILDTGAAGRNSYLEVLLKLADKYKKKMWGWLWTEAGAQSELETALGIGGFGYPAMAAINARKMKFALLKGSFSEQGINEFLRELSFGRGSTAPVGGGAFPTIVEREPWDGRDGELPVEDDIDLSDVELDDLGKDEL
SIRT5 inh: sirtuin-5 (human) deacylase inhibition. Q9NXA8. 330,000 tested, 1.1% active. inhibition, % at 15 µM. AID 652115. Purified SirT5, succinyl-peptide AMC, trypsin-coupled fluorescence; in the data active = inhibition above about 15%; inconclusive = no clear call, values can overlap the other calls
Target sequence (Q9NXA8 whole entry, looked up): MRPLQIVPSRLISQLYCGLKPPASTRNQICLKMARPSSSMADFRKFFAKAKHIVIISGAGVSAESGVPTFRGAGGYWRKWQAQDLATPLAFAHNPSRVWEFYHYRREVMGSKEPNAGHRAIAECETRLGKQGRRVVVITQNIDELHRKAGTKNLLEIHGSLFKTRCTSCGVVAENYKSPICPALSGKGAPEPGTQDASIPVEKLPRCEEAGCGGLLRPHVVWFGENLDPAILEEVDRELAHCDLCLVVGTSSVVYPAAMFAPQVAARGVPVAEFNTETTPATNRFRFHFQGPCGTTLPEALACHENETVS
CFTR F508del cor: CFTR F508del correction in bronchial cells; CFBE cells, YFP halide quenching; stimulated with forskolin plus potentiator P3; % fluorescence drop versus neutral controls; activity (quench increase), % at 7.58 µM; 350,000 tested, 0.36% active;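 active = mean added fluorescence quench of at least 8% versus neutral control, with both replicates also reaching 8%; inconclusive = only one of the mean or replicate conditions met; inactive = mean below 8% and not both replicates reaching 8%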;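 note: cells transiently co-express mutant CFTR-F508del with the halide-sensitive YFP; corrector assay measuring rescue of mutant channel to the surface after 24 h compound exposure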
miR122 inh: blocks miR-122 activity in Huh7 sensor cells; Huh7 miR-122 Renilla luciferase sensor, 48 h; neutral wells = 0, positive control = 100; activation (reporter increase), % at 12.5 µM; 340,000 tested, 0.3% active; AID 602342;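 active = mean replicate activation score at least 90 and every replicate individually at or above 90; inconclusive = only one of the two criteria met; inactive = neither criterion met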;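 note: higher luciferase means less miR-122 activity so hits act as miR-122 inhibitors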
Starred values were filed as active, the others as inactive; ? = inconclusive; nt = not tested or not shown; & = joins results of further samples; ! = not confirmed by another sample; [ ] = dose if it differs, or a comment.

ERAP1 HTS inh,Casp6 inh,DENV2 CPE,ERp5 inh,SIRT5 inh,CFTR F508del cor,miR122 inh,SMILES
-3.2,0.9,nt,1.7,9.1,-1.1,nt,COc1cc(SC)ccc1C(=O)OCC(=O)NC(=O)NC(C)C
-4.9,5.1,nt,2.0,15.2*,nt,1.8,CC1(C)CC(=O)c2c(-c3cccnc3)n[nH]c2C1
nt,nt,-6.7,-12.1,-2.6,-2.8,nt,CCCNC(=O)N(C)C[C@H]1Oc2ncc(-c3cccc(C#N)c3)cc2C(=O)N([C@@H](C)CO)C[C@@H]1C
-0.5,0.3,-4.7,10.0,-1.2,2.8,11.7[16.7 µM],Cc1noc(C)c1NC(=O)N(C)C[C@H]1OCCCC[C@@H](C)Oc2ccc(NC(=O)NC(C)C)cc2C(=O)N([C@H](C)CO)C[C@H]1C
-4.3,12.9,0.2,5.4,nt,1.2,-3.0,CCCCc1nc(NCc2ccccc2)c(C#N)c2c1CCCC2
3.1,1.2,19.7,4.5,-2.9,-0.1,nt,COc1ccc([N+](=O)[O-])cc1NC(=O)N(C)Cc1ccco1
2.4,-2.6,8.6,1.0,1.5,0.3,nt,CCCc1cn(CC[C@@H]2CC[C@H](NC(=O)C3CCOCC3)[C@H](CO)O2)nn1
1.0,-0.5,6.3,3.5,6.1,-0.8,-2.4,O=C(CCl)Nc1ccc(N=Nc2ccccc2)cc1
-0.9,0.1,9.2,-0.9,-0.5,-1.8,nt,Cn1c(SCc2cc([N+](=O)[O-])cc3c2OCOC3)nnc1-c1ccccn1
-24.6,6.1,14.8,2.5,-15.1,-1.6,4.4,Cc1cccn2c(=O)c3cc(C(=O)NC4CCCC4)sc3nc12
0.2,-2.0,-8.2,5.4,-1.5,-2.4,2.0[16.7 µM],CN(C)C(=O)[C@H]1[C@H](CO)[C@H]2Cn3c(ccc(-c4ccccc4F)c3=O)[C@H]2N1C(=O)c1cnccn1
3.3,9.9,-4.1,-4.5,1.8,-0.1,-6.4,Cc1sc2nc(SCC(=O)N3CC(C)OC(C)C3)n(C)c(=O)c2c1C (stereo not drawn)
-0.1,0.4,?,7.1,1.1,-1.5,nt,O=C(COC(=O)c1cccnc1Cl)Nc1cc(S(=O)(=O)N2CCCCCC2)ccc1Cl
2.4,0.9,28.4*,7.8,-3.3,2.7,-35.7[16.7 µM],CC(=O)N1[C@H](CNC(=O)C2CC2)[C@H](c2ccc(-c3cccc(F)c3)cc2)[C@@H]1CO
5.0,-2.5,-0.5,-5.8,-1.0,0.3,4.0,Cc1nc2scc(C)n2c(=O)c1S(=O)(=O)Nc1ccc(N2CCOCC2)c(Cl)c1
-1.9,0.0,6.4,-2.5,-1.1,1.2,5.6,CCCCN(C)C(=O)CNC(=O)c1nn(-c2ccc(OC)cc2OC)c(=O)c2ccccc12
-7.2,3.1,-13.3,-5.9,-7.8,6.9,39.0,Cc1ccc(C(=O)N(C)CC(=O)Nc2cccc(F)c2)cc1S(=O)(=O)N1CCCCC1
4.5,2.6,-4.3,-2.9,2.0,-0.1,nt,O=C(Nc1ccc(F)cc1)N1CC(=O)N2[C@H](CO)[C@@H](c3ccc(C#Cc4ccc(F)cc4)cc3)[C@H]2C1
0.0,3.4,2.7,2.9,1.3,-1.1,-3.0,COc1ccccc1CNC(=O)C1CCN(c2ncnc3c2nc2n3CCCCC2)CC1
-0.4,-3.3,nt,17.6,nt,nt,-6.5,CC(=O)c1cccc(NC(=O)C=C(C)C)c1

Random excerpt: three records from the list.
ERAP1 HTS inh,Casp6 inh,DENV2 CPE,ERp5 inh,SIRT5 inh,CFTR F508del cor,miR122 inh,SMILES
nt,nt,-6.7,-12.1,-2.6,-2.8,nt,CCCNC(=O)N(C)C[C@H]1Oc2ncc(-c3cccc(C#N)c3)cc2C(=O)N([C@@H](C)CO)C[C@@H]1C
0.2,-2.0,-8.2,5.4,-1.5,-2.4,2.0[16.7 µM],CN(C)C(=O)[C@H]1[C@H](CO)[C@H]2Cn3c(ccc(-c4ccccc4F)c3=O)[C@H]2N1C(=O)c1cnccn1
3.1,1.2,19.7,4.5,-2.9,-0.1,nt,COc1ccc([N+](=O)[O-])cc1NC(=O)N(C)Cc1ccco1

Further records
ERAP1 HTS inh,Casp6 inh,DENV2 CPE,ERp5 inh,SIRT5 inh,CFTR F508del cor,miR122 inh,SMILES
nt,0.4,-7.2,-3.3,-4.9,-1.7,22.1,Cc1ccc2nc(-c3ccc(Cl)cc3)c(Cc3ccccc3C(F)(F)F)n2c1
0.4,-1.6,-6.9,3.6,-1.0,2.4,7.9[16.7 µM],C[C@@H]1CN([C@H](C)CO)C(=O)c2cc(NC(=O)CCC(F)(F)F)ccc2O[C@H]1CN(C)Cc1ccncc1
0.5,-1.5,-12.1,-4.6,11.4,-0.4,-5.2[16.7 µM],O=C(C[C@H]1CC[C@@H]2[C@H](COC[C@H](O)CN2Cc2nccs2)O1)NCc1ccc(-c2ccccc2)cc1
-1.9&2.9,-3.4&-2.3,47.5*!,1.5&0.0,7.4&-2.7,-2.2&2.3,11.1[16.7 µM],CC(C)NC(=O)N(C)C[C@@H]1OCCCC[C@@H](C)Oc2ccc(NC(=O)Nc3ccc(F)cc3)cc2C(=O)N([C@H](C)CO)C[C@@H]1C
1.1,-13.2,-9.3,2.4,1.6,-2.4,6.0,CCn1cc(CN2CCC(n3nccc3NC(=O)c3ccc(OC)cc3)CC2)cn1
-14.3,1.7,-1.2,-0.5,-0.1,-0.6,nt,COC(CNC(=O)CSCc1nc(-c2ccc(SC)cc2)oc1C)OC
-0.8,nt,-0.6,1.2,11.0,-0.6,-11.9[16.7 µM],CCS(=O)(=O)Nc1ccc2c(c1)C(=O)N(C)C[C@H](OC)[C@H](C)CN(C(=O)NC(C)C)[C@@H](C)CO2
-1.8,-2.1,-12.3,-7.5,-0.2,0.5,-3.0[16.7 µM],C[C@H](CO)N1C[C@H](C)[C@H](CN(C)S(=O)(=O)c2ccccc2)OCCCC[C@H](C)Oc2ccc(NS(C)(=O)=O)cc2C1=O
-4.1,1.5,-2.5,-6.2,0.4,-0.6,5.5,Cc1cccc(C(=O)OCC(=O)N2CC(=O)Nc3ccccc32)c1C
1.7,-0.5,-6.5,-3.7,nt,1.5,nt,O=S(=O)(Nc1cccc(-c2nc3cccnc3s2)c1)c1cccs1
-1.0,-0.4,nt,0.2,-4.0,-2.0,3.8,COC(=O)C1=C(C)N(c2ccccc2)/C(=C/c2cccs2)C1=O
-3.4,-4.0,4.9,3.6,-4.1,-0.1,0.4,CCCOc1ccc(C(O)(CCN2CCCCC2)c2ccccc2OC)cc1 (stereo not drawn)
0.7,2.1,-3.6,-4.7,-10.0,0.1,nt,Cc1c(C(=O)NCC2CCCO2)oc2c(Cl)cccc12 (stereo not drawn)
-2.0,1.7,-1.7,2.6,23.3*,1.3,5.6[16.7 µM],CCNC(=O)[C@@H]1[C@@H](CO)[C@@H]2Cn3c(ccc(-c4cccnc4)c3=O)[C@@H]2N1Cc1ccc2c(c1)OCO2
0.6,-6.5,-14.3,0.6,-3.1,1.1,2.6[16.7 µM],CCCNC(=O)Nc1ccc2c(c1)C(=O)N(C)C[C@H](OC)[C@@H](C)CN(C)[C@@H](C)CO2
12.5,0.5,10.3,-6.7,2.5,2.5,-3.7,C/C=C(\C)C(=O)Nc1cccc(C2=NOC3(C2)C[C@@H](C(N)=O)N(C(=O)c2cc([N+](=O)[O-])cc([N+](=O)[O-])c2C)C3)c1 (stereo partly drawn)
-0.9,1.3,nt,-2.1,-2.3,-0.7,-0.3,COc1ccc(C(C)NC(=O)C2CCCO2)cc1OC (stereo not drawn)
45.2*,-2.3,-1.3,1.9,-7.0,-2.5,nt,Cc1ccc(Cl)cc1NC(=O)CCC(=O)O
3.4,7.9,-2.8,8.7,-1.6,-0.9,nt,COc1ccc(-n2nc3c(c2NC(=O)COc2cccc(OC)c2)CS(=O)(=O)C3)cc1
nt,17.5,-0.5,-8.5,nt,-0.4,nt,O=C(NC1CCN(C(=O)C2CCCCC2)CC1)c1ccccc1
-2.2,2.1,0.3,-0.5,-10.1,0.4,2.7[16.7 µM],C[C@@H]1CCCCO[C@H](CN(C)C(=O)Nc2ccc(F)cc2)[C@@H](C)CN([C@@H](C)CO)C(=O)c2cc(NS(C)(=O)=O)ccc2O1
-2.4,-1.5,-3.1,2.1,-6.2,2.4,-0.6,C=CCN1CC(=O)N2Cc3[nH]c4ccccc4c3C[C@H]2C1=O
-2.6,2.5,1.9,6.6,9.6,-2.7,-18.4[16.7 µM],CN(C)Cc1cn(CC[C@@H]2CC[C@H](NS(=O)(=O)c3ccc(-c4ccccc4)cc3)[C@H](CO)O2)nn1
-2.9,1.2,3.8,1.6,-0.4,-1.2,nt,Fc1ccc(-c2csc(=S)[nH]2)cc1
0.0,0.7,-4.5,-6.0,0.2,0.7,nt,O=C(c1ccccc1)N1CCN(c2ccc(NCc3ccc4c(c3)OCO4)cc2)CC1
2.1,-17.7,8.4,3.9,-4.7,0.6,nt,CCC(=O)N[C@@H]1C=C[C@@H](CC(=O)NCCN2CCCCC2)O[C@H]1CO
4.3&1.2,-11.2&-14.3,7.5,-1.0&-5.8,-1.8,-3.9,-3.4,OCCN1CCN(CC(O)COc2ccc3ccccc3c2)CC1 (stereo not drawn)
7.2,1.7,-3.5,-50.8,-3.9,-0.7,nt,c1ccc(-n2nnnc2NC2CCCCCC2)cc1
-0.7,3.9,10.2,-1.7,-3.9,-2.2,2.3,Cc1ccc(/C=N/Nc2nncn2N)cc1
-0.7,5.8,3.2,-2.9,-3.5,1.3,nt,CO[C@@H]1CN(C)C(=O)c2cc(NC(=O)C3CC3)ccc2OC[C@@H](C)N(CC2CC2)C[C@H]1C

A different layout for part of the listing above.
smiles | ERAP1 HTS inh | Casp6 inh | DENV2 CPE | ERp5 inh | SIRT5 inh | CFTR F508del cor | miR122 inh
O=C(Nc1ccc(F)cc1)N1CC(=O)N2[C@H](CO)[C@@H](c3ccc(C#Cc4ccc(F)cc4)cc3)[C@H]2C1 | 4.5 | 2.6 | -4.3 | -2.9 | 2.0 | -0.1 | nt
COc1ccccc1CNC(=O)C1CCN(c2ncnc3c2nc2n3CCCCC2)CC1 | 0.0 | 3.4 | 2.7 | 2.9 | 1.3 | -1.1 | -3.0
CC(=O)c1cccc(NC(=O)C=C(C)C)c1 | -0.4 | -3.3 | nt | 17.6 | nt | nt | -6.5

The listing continues:
ERAP1 HTS inh,Casp6 inh,DENV2 CPE,ERp5 inh,SIRT5 inh,CFTR F508del cor,miR122 inh,SMILES
-1.8,-2.8,?,2.6,-2.2,0.5,0.4[16.7 µM],COc1ccccc1C#Cc1cnc2c(c1)C(=O)N([C@H](C)CO)C[C@H](C)[C@H](CN(C)C(=O)CN(C)C)O2
3.3,-3.3,9.6,1.2,-2.1,1.0,nt,Cc1cc(C(=O)Nc2c[nH]c(=O)[nH]c2=O)ccc1[N+](=O)[O-]
0.5,9.9,?,2.5,-10.1,-2.3,nt,CN(C(=O)C1CCCCC1)C1CCS(=O)(=O)C1 (stereo not drawn)
3.0,-0.8,-1.9,-2.5,-4.1,2.1,-6.4,CCCn1c(SCC(=O)N2CCCC2=O)nc2ccccc2c1=O
-1.5,2.0,-8.1,-10.2,-2.8,nt,11.2,CCCCC(CC)C(=O)NCc1ccc(F)cc1 (stereo not drawn)
nt,-1.8,-3.5,0.2,-3.3,0.1,nt,Cn1c(NC(=O)c2ccccc2F)c(-c2cccs2)c(=O)c2ccccc21
-1.0,-0.7,-2.6,8.1,-4.2,-1.7,-1.6[16.7 µM],CC(C)CC#Cc1cnc2c(c1)C(=O)N([C@@H](C)CO)C[C@@H](C)[C@H](CN(C)C(=O)C1CCOCC1)O2
-1.1,-0.9,-11.8,4.4,-4.3,nt,0.8,O=C(/C=C/Nc1ccc(S(=O)(=O)Nc2ncccn2)cc1)c1ccc(Cl)c(Cl)c1
1.3,3.3,2.2,0.5,-1.6,1.3,0.5,Cc1c(Cl)ccc2sc(N3CCN(C(=O)C4=COCCO4)CC3)nc12
2.5,4.6,12.3,3.2,-1.4,4.5,-17.8,C/C(CC(=O)NC1C2CC3CC(C2)CC1C3)=N\NC(=O)Cc1cccs1 (stereo not drawn)

Rows were taken by chance, and some 4% of all compounds hit somewhere here.
